Rv3671c protease: inhibits the M. tuberculosis serine protease Rv3671c; P9WHR9; inhibition, % at 5.96 µM; 320,000 tested, 0.048% active; AID 2606; in the data active means inhibition above about 38%;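 further: extracellular domain of Rv3671c used as enzyme; 0% = enzyme with DMSO and 100% = no enzyme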
Target sequence (P9WHR9 whole entry, looked up, the tested form may be a part): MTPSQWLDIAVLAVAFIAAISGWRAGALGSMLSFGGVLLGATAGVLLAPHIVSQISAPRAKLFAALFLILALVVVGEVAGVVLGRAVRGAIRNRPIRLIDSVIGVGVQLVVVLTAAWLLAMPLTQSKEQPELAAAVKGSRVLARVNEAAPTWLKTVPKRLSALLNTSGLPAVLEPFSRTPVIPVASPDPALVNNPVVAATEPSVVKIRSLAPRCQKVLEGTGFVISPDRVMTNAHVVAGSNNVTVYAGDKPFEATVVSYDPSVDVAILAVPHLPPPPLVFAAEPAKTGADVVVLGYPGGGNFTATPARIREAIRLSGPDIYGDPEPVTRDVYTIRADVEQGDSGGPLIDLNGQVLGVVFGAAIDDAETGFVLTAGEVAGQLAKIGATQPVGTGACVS
PriA SSB inh: inhibitors of Klebsiella pneumoniae PriA binding to SSB C-terminal tail. 430,000 tested, 0.6% active. inhibition, % at 33 µM. AlphaScreen SSBct-PriA binding, biotinylated peptide. AID 1272365; in the data active means inhibition mostly above about 37%, no sharp cut-off; inactive means mostly below about 20%;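 further: plate controls were negative control peptide for no effect and reference peptide for full effect; strong numbers were not always called active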
UGM FP inh: Mtb UDP-galactopyranose mutase inhibition. 320,000 tested, 0.06% active. inhibition, % at 10 µM. purified UGM, fluorescence polarization probe displacement. P9WIQ1. AID 504406; in the data active means inhibition above about 10%, passing the limit was not always enough
Target sequence (P9WIQ1 whole entry, looked up): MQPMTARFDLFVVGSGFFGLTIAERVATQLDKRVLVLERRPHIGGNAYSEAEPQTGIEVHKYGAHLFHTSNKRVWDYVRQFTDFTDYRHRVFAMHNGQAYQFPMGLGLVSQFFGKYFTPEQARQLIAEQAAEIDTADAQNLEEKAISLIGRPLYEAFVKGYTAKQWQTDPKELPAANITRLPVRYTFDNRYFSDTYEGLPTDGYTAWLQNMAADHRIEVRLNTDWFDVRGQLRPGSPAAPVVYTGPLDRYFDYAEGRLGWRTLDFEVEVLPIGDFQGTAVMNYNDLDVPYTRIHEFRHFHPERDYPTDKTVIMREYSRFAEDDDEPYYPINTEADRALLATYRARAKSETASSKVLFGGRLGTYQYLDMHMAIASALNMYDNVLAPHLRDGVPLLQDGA
SARS 3CLpro inh: SARS-CoV 3CLpro protease inhibition. P0C6X7. recombinant SARS-CoV 3CLpro, quenched FRET peptide cleavage. inhibition, % at 6 µM. 290,000 tested, 0.14% active. AID 1706; in the data active means inhibition above about 12%
VHR inh abs: DUSP3 (human) phosphatase inhibition; P51452; recombinant VHR phosphatase, pNPP absorbance; inhibition, % at 13.3 µM; 290,000 tested, 0.52% active; AID 1654; in the data active means inhibition above about 50%; further: some compounds called inactive have numbers as strong as hits
Target sequence (P51452 whole entry, looked up): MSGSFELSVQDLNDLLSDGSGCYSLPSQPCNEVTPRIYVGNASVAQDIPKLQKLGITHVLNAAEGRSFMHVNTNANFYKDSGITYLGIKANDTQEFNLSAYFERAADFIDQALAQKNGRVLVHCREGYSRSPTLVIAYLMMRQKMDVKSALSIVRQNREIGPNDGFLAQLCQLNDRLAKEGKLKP
Mtb FBA inh: Mtb fructose-bisphosphate aldolase inhibition; 360,000 tested, 2.3% active; purified M. tuberculosis FBA, fluorescence read-out; P9WQA3; inhibition, % at 1 µM; in the data active means inhibition above about 27%;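 further: 0% = vehicle and 100% = reference inhibitor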
Mtb BioA inh: inhibitors of Mycobacterium tuberculosis BioA enzyme; purified M. tuberculosis BioA enzyme, plate reader; inhibition, % at 9.99 µM; 360,000 tested, 0.096% active; AID 602481; in the data active means inhibition above about 40%
GDH-TPI inh: GDH-TPI coupled enzyme inhibition counter-screen | GDH-TPI coupled enzyme counterscreen, NADH absorbance | AID 588335 | 360,000 tested, 1.2% active | inhibition, % at 4.8 µM; in the data active means inhibition above about 30%;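 further: 0% = DMSO wells and 100% = wells lacking the enzyme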
MazF activator: activators of E. coli MazEF toxin-antitoxin RNase | 350,000 tested, 0.32% active | AID 504720 | FAM/BHQ RNA-DNA oligo cleavage fluorescence, 5 h | activation, % at 20 µM; in the data active means activation above about 50%
BH1578 lux ind: quorum light induction in luxS cqsA deficient V. cholerae; activation, % at 18.7 µM; V. cholerae BH1578 lux reporter, luminescence, 6 h; AID 588436; 350,000 tested, 0.16% active; in the data active means activation mostly above about 9.7%, no sharp cut-off; further: not every result past the cut was called active; inactives centre near 0; reference of the scale not given here
* hit, by the source's call; i = inactive; . = no result given.

nr	compound	Rv3671c protease	PriA SSB inh	UGM FP inh	SARS 3CLpro inh	VHR inh abs	Mtb FBA inh	Mtb BioA inh	GDH-TPI inh	MazF activator	BH1578 lux ind
1	COc1ccc(C(=O)NCC(c2ccco2)N2CCCCC2)cc1S(=O)(=O)Nc1ccc(C)cc1 (centres undefined)	.	-9.5	.	.	.	-2.5	0.3	11.9	3.0	-0.5
2	O=C1c2ccccc2N(Cc2ccc(Cl)cc2)C2=NCCN12	-2.7	-7.6	0.0	-0.2	4.7	-0.8	0.0	2.1	145.7*	i
3	CCN(CC)C(=O)c1cccc2c1C(=O)c1ccccc1-2	2.5	-13.7	-1.0	3.8	8.7	1.5	0.6	-1.3	2.9	i
4	Cc1ccc(CNC(=O)COC(=O)CCC(=O)c2cccs2)cc1	0.5	-6.3	-0.6	-0.8	-15.2	0.5	.	0.0	1.7	i
5	CC1(C)Cc2c(c(N3CCOCC3)nc3sc(C(=O)Nc4ccc(Cl)cc4)c(N)c23)CO1	-9.5	-4.7	-0.3	-1.3	-4.2	8.8	-1.7	1.5	-17.6	0.1
6	Cc1cc(S(=O)(=O)Nc2ccc(C(=O)NCCCn3ccnc3)cc2)ccc1F	-0.5	-3.6	-2.4	.	.	-0.5	0.7	-3.6	8.0	-1.7
7	Cc1nn(-c2ccccc2)c(N2CCCC2)c1/C=C1\N=C(c2ccc(F)cc2)OC1=O	9.9	-12.9	-0.1	0.8	10.5	0.5	0.4	-2.9	-514.5	-0.4
8	CCOC1=C/C(=C/c2c(N)n3nc(S(=O)(=O)CC)sc3nc2=O)C=CC1=O	-2.1	.	-26.6	-2.8	-15.7	-6.0	.	5.7	-29.7	-0.1
9	O=C(CCS(=O)(=O)c1ccc2c(c1)NC(=O)CO2)NCCc1ccc(Cl)cc1	-2.1	-9.3	0.1	-6.5	-8.2	1.8	0.7	8.9	5.9	-0.2
10	C=CCNC(=O)c1ccncc1	8.5	-4.2	-2.2	-2.1	17.2	1.1	-1.9	15.0	7.2	i
11	Cc1nnc(SCc2cnc(-c3ccccc3)o2)[nH]c1=O	0.3	-3.0	-0.8	-3.5	24.3	9.2	-0.2	-4.6	1.1	i
12	Cc1oc(C(C)(C)C)c(CN2CCOCC2)c1C(=O)O	-1.1	-0.1	3.3	0.9	-5.3	-0.6	.	4.6	4.3	i
13	Cc1ccc(-c2nc3ccccc3c(=O)n2NC(=O)c2cccs2)cc1	15.2	-6.6	3.1	1.6	14.6	1.6	.	-0.4	-0.1	-0.2
14	COC(=O)Cn1cnc2c(nnn2-c2ccc(F)cc2)c1=O	10.0	-3.6	-0.4	-1.2	21.2	2.6	0.2	5.8	5.2	-1.2
15	Cc1cc(C)nc(N/N=C/c2ccccc2OCc2ccc(Cl)cc2)n1	-5.0	.	.	4.4	28.2	-0.1	-4.3	25.9	-4.1	-0.3
16	CN(C)CCCCOc1ccc(Br)cc1Cl	1.4	-1.9	1.2	0.7	19.7	-0.6	.	-11.4	3.1	2.9
17	CCc1ccc(C(=O)C(C)OC(=O)Cn2cnc3c2c(=O)n(C)c(=O)n3C)cc1 (centres undefined)	5.8	-0.1	3.4	.	.	3.5	.	3.5	5.2	i
18	CC1CCN(S(=O)(=O)c2ccc(NC(=O)N3c4ccccc4Sc4ccccc43)cc2)CC1	-12.4	-1.8	0.5	-3.3	-4.4	1.3	-1.4	-9.6	-5.8	-14.6
19	CCCC(=O)N(C)C1=Nc2ccc(Cl)cc2C(c2ccccc2)=[N+]([O-])C1	-1.4	.	-1.3	-2.5	-0.1	-3.0	.	-2.5	13.0	0.9
20	CSCCC(NC(=O)c1ccc([N+](=O)[O-])cc1Cl)C(=O)OCC(=O)NC(=O)CN1CCCC1=O (centres undefined)	-3.3	-14.3	-1.1	.	.	-2.1	-0.4	10.1	-20.6	0.0
21	CCCOc1ccc(CCC(=O)N/N=C/c2ccco2)cc1	-2.1	i	0.8	9.1	-11.5	5.1	0.2	-3.7	6.0	1.6
22	C[C@H](NC(=O)c1nc[nH]c1C(=O)NC(c1ccccc1)c1ccccc1)C(=O)OCc1ccccc1	-26.9	-2.0	0.1	.	7.3	-0.8	-0.3	3.5	-1.2	i
23	CCCCN1C2CCCC1CC(NC(=O)c1ccccc1Cl)C2 (centres undefined)	1.4	-15.8	1.6	1.8	20.7	-0.6	-1.5	-2.3	-2.8	-1.2
24	O=C(O)c1ccc(-c2noc(-c3cccc(Cl)c3)n2)cc1	-6.5	-6.0	-1.6	.	.	6.9	-1.2	13.9	3.7	i
25	COC(=O)Nc1ccc(S(=O)(=O)NCc2ccccn2)cc1	-5.5	-3.0	-2.0	2.9	13.1	1.8	0.7	-6.9	6.2	i
26	CCOC(=O)C1(CC2CCCCO2)CCN(Cc2nc3ccccc3nc2C)CC1 (centres undefined)	1.8	-1.7	0.4	2.8	-5.7	-2.1	0.6	2.5	-31.7	-0.4
27	CCCNC(=O)N1C2CCC1CC(O)(c1cccnc1)C2 (centres undefined)	3.7	-10.6	0.8	-1.1	-0.8	2.0	1.1	9.3	4.8	i
28	CC1CC(C)CN(C(=O)CN(C)S(=O)(=O)c2ccc3c(c2)c(=O)n(C)c(=O)n3C)C1 (centres undefined)	-11.4	-8.8	2.5	-3.4	18.2	6.6	.	-3.0	-2.4	-0.2
29	COc1ccccc1-n1c(SCC(=O)Nc2ccc(F)cc2)nc2c(c1=O)SCC2	-3.8	1.8	0.3	0.9	12.1	-2.1	25.7	12.0	-7.7	-0.3
30	S=C1CCC(c2ccc(Cl)cc2)=NN1c1ccccc1	-1.9	7.7	1.5	2.1	-11.0	-2.3	0.0	14.6	-1.4	-0.5
31	CC(=O)Nc1ccc(Nc2nc3ccccc3nc2NS(=O)(=O)c2ccccc2)cc1	2.8	4.1	0.3	2.5	3.8	4.4	1.1	9.9	0.2	-4.8
32	O=C(CCSCc1ccccc1F)NCc1cccnc1	-3.8	-10.1	0.0	-1.6	8.2	0.2	.	-1.2	3.9	i
33	O=C(CCC(=O)n1ncc2ccccc21)NCc1ccc(F)cc1	-1.9	-6.0	-1.5	-2.9	13.4	0.8	-0.2	0.7	7.8	-0.6
34	CCCCNC(=O)c1ccc(N2CCOCC2)c(NS(=O)(=O)c2ccc(OC)cc2)c1	6.2	-10.7	-1.5	-1.5	11.3	1.7	7.1	1.9	9.9	-0.3
35	COC(=O)CN1C(=O)[C@H]2[C@@H](/C=C/c3ccccc3)N3C(=O)CN(Cc4ccc(-c5ccccc5)cc4)C(=O)[C@@]3(C)[C@H]2C1=O	-8.7	6.1	1.0	.	.	5.2	-1.0	6.5	1.1	-0.6
36	COc1ccc(N(CC(=O)N2CCN(c3cccc(C)c3)C(C)C2)S(=O)(=O)c2c(C)n[nH]c2C)cc1 (centres undefined)	-0.5	4.8	-3.0	5.7	22.7	-1.6	0.2	0.0	-3.8	-0.9
37	COc1ccccc1N1C(=O)CC1(C#N)c1ccc(OCc2ccccc2)cc1 (centres undefined)	-54.1	-16.6	0.3	2.7	-3.9	-1.0	.	4.7	-4.6	i
38	O=C(COC(=O)c1ccc[nH]c1=O)NCC12CC3CC(CC(C3)C1)C2	4.4	1.8	.	.	.	3.9	-3.0	14.3	1.3	-0.7
39	COc1ccccc1CNC(=O)Cn1cccc1	2.2	0.2	-2.2	0.8	-24.6	-3.2	-0.1	5.0	-1.3	i
40	CN(CC(=O)NCc1ccccc1Cl)S(=O)(=O)c1ccc2c(c1)n(C)c(=O)c(=O)n2C	-2.9	-13.4	-0.6	-2.9	3.7	3.6	-0.3	12.0	10.0	i
41	Cn1c(Cc2ccccc2)nnc1SCC(=O)Nc1ccccc1	5.4	-8.5	0.0	-3.0	16.6	0.4	.	-2.5	6.0	i
42	CCOc1ccc(N2CC(C(=O)Nc3nnc(Cc4ccc(OC)c(OC)c4)s3)CC2=O)cc1 (centres undefined)	-6.8	12.2	0.6	1.1	-8.1	-1.7	-0.1	-1.9	2.5	-0.5
43	COc1ccc(S(=O)(=O)N2CCOC2CNC(=O)C(=O)NCc2ccco2)cc1OC (centres undefined)	2.1	-12.8	-0.9	-4.6	2.5	-2.1	-0.5	13.6	-0.2	-0.4
44	COc1cccc(NC(=O)CN(C)C(=O)CNC(=O)c2sc3ccccc3c2Cl)c1	-9.3	0.7	-0.7	.	.	-0.1	-0.3	5.6	2.1	i
45	CCCCCCC(O)(CCN1CCCCC1)c1ccccc1 (centres undefined)	-0.2	-9.2	0.0	-4.8	.	-1.6	-1.1	-1.3	6.7	i
46	CCOc1ccc(CN2CCN(Cc3[nH]c4ccccc4c3C)CC2CCO)cc1 (centres undefined)	-0.7	16.7	1.0	1.2	34.9	-0.6	.	1.3	-3.6	.
47	S=c1nc(NCc2ccc3c(c2)OCO3)c2ccccc2[nH]1	.	4.2	0.4	3.7	-9.3	4.4	0.7	-0.7	24.7	-1.9
48	Cc1nc(=O)c(-c2ccccc2)c(C)n1-c1ccccc1C(=O)O	-9.7	-9.5	0.5	-6.4	7.2	-4.3	0.2	9.5	7.6	.
49	COc1ccc(S(=O)(=O)N[C@@H](Cc2ccccc2)C(=O)N2CC[C@@]3(O)CCCC[C@H]3C2)cc1	-1.8	-28.4	-0.7	2.4	25.2	6.5	0.6	4.8	-2.0	0.9
50	Cc1ccc(-n2ncc3c2CC(C)(C)CC3NC(=O)CCc2cnn(C)c2)cc1 (centres undefined)	-1.7	-13.3	-0.2	2.6	31.8	8.1	11.5	2.2	-5.2	1.1

(list continues)
nr	compound	Rv3671c protease	PriA SSB inh	UGM FP inh	SARS 3CLpro inh	VHR inh abs	Mtb FBA inh	Mtb BioA inh	GDH-TPI inh	MazF activator	BH1578 lux ind
51	CC1(C(=O)NS(=O)(=O)c2ccc3c(c2)CCO3)CCN1C(=O)CCc1ccc(Cl)cc1Cl (centres undefined)	.	.	.	.	.	1.4	0.0	-1.8	.	-0.4
52	COc1ccc(NS(=O)(=O)c2cc(N)ccc2N2CCOCC2)cc1	1.9	-2.4	0.4	-4.1	29.7	-1.6	-2.2	3.7	5.1	-0.5
53	O=C(c1ccc(Cl)cc1)c1cnc(Nc2ccccc2)s1	-13.6	-9.3	-2.5	2.2	20.8	0.8	-1.1	14.1	-10.6	i
54	CCOc1ccccc1-c1nc(-c2cc3ccc(C)cc3[nH]c2=O)no1	-4.9	-5.5	-1.8	0.3	-1.0	13.1	-0.2	16.5	5.7	i
55	O=C(CSc1nc(NS(=O)(=O)c2ccccc2)cc(=O)[nH]1)Nc1ccc(Cl)cc1	.	-13.9	.	6.1	16.5	7.6	.	6.0	-17.3	i
56	CCOc1cc(/C=N/NC(=O)CCn2nnc3ccccc32)ccc1O	8.9	.	1.6	4.5	5.0	0.1	.	5.3	-3.0	i
57	Fc1ccc(CSc2ccc3nnc(-c4cccs4)n3n2)cc1	-10.6	1.5	-5.1	2.0	20.8	1.7	1.9	2.9	0.5	i
58	Cc1ccc(C(=O)NCC(=O)OCC(=O)Nc2ccc3[nH]c(=O)[nH]c3c2)cc1	2.7	-7.7	1.8	.	.	-1.2	.	-1.4	-9.5	2.4
59	CC(C)CC1(C)NC(=O)N(CC(=O)Nc2ccccc2Br)C1=O (centres undefined)	10.8	-8.1	1.7	.	.	2.5	0.6	15.1	-0.9	i

Compound activity (PubChem BioAssay)

A portion of the library; count on the stated rates, not on these rows.
